SSB-PriA inh: inhibitors of Klebsiella pneumoniae PriA binding to SSB C-terminal tail. AlphaScreen SSBct-PriA binding, biotinylated peptide. inhibition, % at 33 µM. actives 0.6% (n = 430,000). AID 1272365; in the data active = inhibition mostly above about 37%, no sharp cut-off; inactive = mostly below about 20%;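 also: plate controls were negative control peptide for no effect and reference peptide for full effect; strong numbers were not always called active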
BioA inh: BioA (M. tuberculosis) enzyme inhibition; purified M. tuberculosis BioA enzyme, plate reader; inhibition, % at 9.99 µM; actives 0.096% (n = 360,000); AID 602481; in the data active = inhibition above about 40%
MazEF act: activators of E. coli MazEF toxin-antitoxin RNase; P0AE70; FAM/BHQ RNA-DNA oligo cleavage fluorescence, 5 h; activation, % at 20 µM; actives 0.32% (n = 350,000); AID 504720; in the data active = activation above about 50%
Target sequence (P0AE70 whole entry, looked up): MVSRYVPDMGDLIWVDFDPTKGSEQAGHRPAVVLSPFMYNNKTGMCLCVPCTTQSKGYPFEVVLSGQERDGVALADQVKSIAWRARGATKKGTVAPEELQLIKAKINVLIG
BH1578 lux ind: induces V. cholerae light production without autoinducers | V. cholerae BH1578 lux reporter, luminescence, 6 h | activation, % at 18.7 µM | actives 0.16% (n = 350,000) | AID 588436; in the data active = activation mostly above about 9.7%, no sharp cut-off; also: not every result past the cut was called active; inactives centre near 0; reference of the scale not given here
3CLpro inhibitor: SARS-CoV 3CLpro protease inhibition | P0C6X7 | recombinant SARS-CoV 3CLpro, quenched FRET peptide cleavage | inhibition, % at 6 µM | AID 1706 | actives 0.14% (n = 290,000); in the data active = inhibition above about 12%
Rv3671c protease: inhibitors of M. tuberculosis serine protease Rv3671c; P9WHR9; inhibition, % at 5.96 µM; AID 2606; actives 0.048% (n = 320,000); in the data active = inhibition above about 38%;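 also: extracellular domain of Rv3671c used as enzyme; 0% = enzyme with DMSO and 100% = no enzyme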
FBA Mtb inh: inhibitors of M. tuberculosis fructose-bisphosphate aldolase | actives 2.3% (n = 360,000) | AID 588726 | inhibition, % at 1 µM | purified M. tuberculosis FBA, fluorescence read-out; in the data active = inhibition above about 27%;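 also: 0% = vehicle and 100% = reference inhibitor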
Target sequence (P9WQA3 whole entry, looked up): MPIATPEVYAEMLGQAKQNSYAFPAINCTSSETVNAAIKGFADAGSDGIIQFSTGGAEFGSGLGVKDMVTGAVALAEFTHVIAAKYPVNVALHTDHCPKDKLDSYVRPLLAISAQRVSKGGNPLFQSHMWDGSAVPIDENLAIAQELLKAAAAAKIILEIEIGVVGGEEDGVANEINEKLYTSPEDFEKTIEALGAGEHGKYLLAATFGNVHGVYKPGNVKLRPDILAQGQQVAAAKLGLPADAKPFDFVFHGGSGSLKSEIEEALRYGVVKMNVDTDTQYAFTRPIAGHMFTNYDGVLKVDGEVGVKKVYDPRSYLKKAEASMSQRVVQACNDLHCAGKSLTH
DUSP3 inh: DUSP3 (human) phosphatase inhibition; actives 0.52% (n = 290,000); P51452; inhibition, % at 13.3 µM; recombinant VHR phosphatase, pNPP absorbance; in the data active = inhibition above about 50%; also: some compounds called inactive have numbers as strong as hits
Target sequence (P51452 whole entry, looked up): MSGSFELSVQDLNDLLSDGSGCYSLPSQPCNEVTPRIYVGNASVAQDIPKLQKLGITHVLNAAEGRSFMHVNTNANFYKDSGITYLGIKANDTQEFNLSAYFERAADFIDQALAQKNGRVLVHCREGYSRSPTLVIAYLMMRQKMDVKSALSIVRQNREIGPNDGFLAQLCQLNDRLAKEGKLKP
GDH-TPI inh: counter-screen for M. tuberculosis FBA inhibitors: GDH-TPI coupled enzymes | GDH-TPI coupled enzyme counterscreen, NADH absorbance | inhibition, % at 4.8 µM | actives 1.2% (n = 360,000) | AID 588335; in the data active = inhibition above about 30%;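 also: 0% = DMSO wells and 100% = wells lacking the enzyme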
UGM FP inh: blocks M. tuberculosis UGM enzyme; P9WIQ1; purified UGM, fluorescence polarization probe displacement; inhibition, % at 10 µM; actives 0.06% (n = 320,000); in the data active = inhibition above about 10%, passing the limit was not always enough
Target sequence (P9WIQ1 whole entry, looked up): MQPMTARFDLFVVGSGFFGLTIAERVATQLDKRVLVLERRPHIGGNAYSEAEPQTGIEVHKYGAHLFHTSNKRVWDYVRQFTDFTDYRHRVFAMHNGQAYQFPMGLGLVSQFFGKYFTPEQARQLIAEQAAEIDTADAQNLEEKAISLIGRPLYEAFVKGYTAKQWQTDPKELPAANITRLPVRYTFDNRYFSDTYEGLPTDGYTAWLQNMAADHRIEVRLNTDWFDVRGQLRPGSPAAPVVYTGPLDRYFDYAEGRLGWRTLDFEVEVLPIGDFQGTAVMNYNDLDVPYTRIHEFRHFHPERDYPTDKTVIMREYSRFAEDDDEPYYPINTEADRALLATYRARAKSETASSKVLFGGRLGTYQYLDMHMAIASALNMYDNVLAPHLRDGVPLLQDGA
An asterisk follows results filed as active; i = inactive; / = no result given; + = active, no number; & = joins results of further samples; ! = not confirmed by another sample.

SMILES	SSB-PriA inh	BioA inh	MazEF act	BH1578 lux ind	3CLpro inhibitor	Rv3671c protease	FBA Mtb inh	DUSP3 inh	GDH-TPI inh	UGM FP inh
CCCC(CCC(=O)Nc1cc([N+](=O)[O-])ccc1O)C(=O)O (centres undefined)	-7	-0.9	-9	-0.3	7	3	-14	-2	8	2.7
Cn1nc(C(=O)NNC(=O)CCc2ccccc2Cl)c2ccccc2c1=O	5	/	7	-0.7	/	0	1	/	-9	-3.7
COc1cc(CNc2ccccc2Oc2cc(=O)n(C)c(=O)n2C)cc(OC)c1OC	2	0.8	5	2.1	0	-5	6	38	-1	-4.9
CCCNS(=O)(=O)c1ccc2c(c1)CCCN2C(C)=O	-7	-0.3	3	-0.1	1	-5	-3	12	4	2.9
O=C(O)CCC(=O)N1CN2CN(C(=O)CCC(=O)O)CC([N+](=O)[O-])(C2)C1	-4	-0.5	7	-0.3	5	10	3	29	6	0.5
CC(C)c1ccc(S(=O)(=O)N2CCC3(CC2)OCCO3)cc1	1	-1.3	2	-0.3	-2	2	1	0	5	-4.7
CC(C)C(NS(=O)(=O)c1cccc2nsnc12)C(=O)NCCC1=CCCCC1 (centres undefined)	-8	-0.2	0	-0.1	3	5	0	23	5	2.6
COc1ccc(NC(=O)NNC(=O)c2ccc(-c3ccccc3)cc2)cc1	5	8.5	-26	7.7	-2	-10	-3	37	-1	0.5
COC(=O)[C@@H]1C[C@@]2(O)[C@H](O)[C@H](O)[C@H](O)C[C@H]2N1C/C=C/c1ccccc1	-29	-0.1	2	0.4	/	4	5	-16	-3	1.3
CC(=O)C1=C(O)CC(c2ccccc2)CC1=NCCc1ccccc1 (centres undefined)	-5	/	8	-0.3	4	3	-2	10	-13	-1.6
Nc1ccc(-c2nc3ncccc3o2)cc1	1	-1.1	1	0.3	0	-5	+	19	43*	0.1
CCOc1cc2c(cc1OC)C(c1cccc([N+](=O)[O-])c1)NCC2 (centres undefined)	1	/	1	-0.3	-1	3	2	22	8	-2.4
O=C(NCC(c1ccco1)N1CCN(c2ccc(F)cc2)CC1)OCc1ccccc1 (centres undefined)	-2	-2.5	-3	0.2	-5	2	4	13	7	2.7
CC(=O)N1CCN(S(=O)(=O)c2cccc(C(=O)OCc3ccc(C(C)(C)C)cc3)c2)CC1	5	-1.6	9	-0.7	/	/	10	/	7	/
Cc1cc(OCC(=O)OCC(=O)N2CCCCC2)ccc1Cl	/	-0.6	-2	-0.4	/	/	-3	/	5	/
CCOC(=O)c1c(C)[nH]c(N=Nc2ccccc2C)c1C	62*!	1.7	-2	i	6	6	-4	35	9	-0.8
O=C(NCc1ccccc1)c1cc(C2CCCN(C(=O)c3cccs3)C2)on1 (centres undefined)	/	-0.1	/	i	/	/	-1	/	4	/
O=C(O)C1C2CC3C(OC(=O)C31)C2Cl (centres undefined)	3	/	3	-0.1	-3	-11	-1	-8	-2	-0.2
COc1ccc(Nc2ncnc3ccccc23)cc1	-10	11	1	i	5	4	-5	16	0	3.9
COc1cc(Cl)c(C)cc1NC(=O)CSc1nnc(CN2CCCC2)o1	-9	-0.8	3	-2.8	/	5	1	/	2	-1.5
Cc1ccc(-c2nc(N)c3c(-c4ccc(C)cc4)nn(C(C)(C)C)c3n2)cc1	-3	1.4	0	-0.1	0	3	0	21	12	1.2
Cn1c(CNC(=O)c2ccco2)nnc1SCC(=O)N1CCN(c2ccccc2F)CC1	-12	0.1	3	-0.3	0	6	-2	22	3	0.2
CCCCOC(=O)c1ccc(NC(=O)c2cnccn2)cc1	-3	3.7	3	0.7	-5	-2	2	4	-3	-1.5
O=C(Cn1cncn1)c1ccc(F)cc1F	14&-4	/	7	-0.4	1	1	3	5	0	0.0
O=C(c1ccco1)N(Cc1ccc(Cl)cc1)C1CCS(=O)(=O)C1 (centres undefined)	3	2.3	-11	-0.3	2	-11	4	39	2	0.7
COc1ccccc1CNC(=O)COC(=O)c1cccc(S(=O)(=O)N2CCCC2)c1	9	0.4	3	i	-5	-3	0	19	6	-0.7
COc1ccc(CCCc2nnc(SCC(=O)Nc3ccc(C)c(C)c3)o2)cc1	-3	/	2	0.1	2	-6	0	17	-3	0.9
Cc1nc(NC(=O)CSc2nnnn2C)sc1C	-19	-2.6	4	-3.4	9	-2	-1	12	2	1.6
Cc1noc(C)c1C(=O)Nc1nccs1	1	-4.9	3	i	1	-2	0	14	5	0.1
CCOc1ccc(C(=O)Oc2cc(C)[nH]c(=O)c2[N+](=O)[O-])cc1	-12	0.4	11	-0.2	-4	-4	0	21	-2	1.4
Cc1ccc(-c2csc3ncnc(Sc4nnc(CN5CCCCCC5=O)o4)c23)cc1	3	0.3	12	i	1	-11	2	15	16	-0.5
CCc1nc2c(cnn2-c2ccc(Cl)cc2)c(=O)n1-c1ccc2c(c1)OCCO2	-14	-1.0	2	-0.4	-3	2	6	6	1	-1.6
CC1(C)Cc2c(sc(NC(=O)c3ccco3)c2C#N)CO1	-10	-2.0	0	i	-7	0	-1	-2	31*	-2.2
Cc1nc2cc(NC(=O)CS(=O)(=O)c3ccccc3)ccc2s1	-5	2.1	10	-1.4	/	11	1	/	3	3.4
CCC1=C(OC(=O)N(CC)CC)N2C(=O)OC(=NCCc3c[nH]c4ccccc34)[C@]2(C)[C@H]2C1=CC[C@H]1C(=O)NC(=O)[C@H]12	-12	2.0	6	i	/	-11	2	22	1	2.3
CCN(CC)C(=O)c1sc(NC(=O)C(Sc2ccccc2)c2ccccc2)c(C(=O)OC(C)C)c1C (centres undefined)	-9	-0.6	2	-0.3	3	-2	-3	19	0	0.0
O=C(COC(=O)c1ccccc1SCC(=O)NC1CCCCC1)NC1CCCCC1	-5	-2.3	-26	-2.0	2	-9	1	30	-1	1.6
CC1CCN(c2ccccc2N)CC1	-7	-1.5	7	/	1	-8	4	12	9	-0.8
Cc1cc(OCC(=O)Nc2c(C)n(C)n(-c3ccccc3)c2=O)ccc1[N+](=O)[O-]	-16	-0.2	11	-0.5	0	-2	0	15	-4	-0.5
O=C(CN1CCN(c2ccccc2F)CC1)NCc1ccccc1	-7	0.2	0	i	2	-3	0	16	1	0.0
COc1cc(/C=C/C(=O)N2CC(C)OC(C)C2)cc(OC)c1OC (centres undefined)	-6	-1.3	-11	i	-1	1	10	16	12	5.0
CCOC(=O)c1ccc(NC(=O)N2CCN(c3cccc(OC)c3)CC2)cc1	0	-3.3	-2	-0.3	4	2	1	5	6	-0.9
Cc1ccc(C(C)C)c(OCC(O)CN2CC(C)OC(C)C2)c1 (centres undefined)	-18	0.9	-8	i	2	-4	1	6	-2	-0.7
Cc1cccc(-n2cnc(C(=O)N/N=C\c3ccc(Br)cc3)c2)n1	/	/	-53	i	2	1	-3	11	-8	/
Cc1ccc(OCC(=O)OCC(=O)c2ccccc2)cc1C	-11	-1.9	-2	-0.7	5	9	-1	-11	-1	3.7
CCN(CC)CCCNc1oc(-c2cccc(Cl)c2)nc1C#N	4	/	12	-0.3	1	3	134*	-10	0	2.2
O=C(Nc1nc(-c2cc(F)ccc2F)cs1)C1=NN(c2ccccc2)C(=O)CC1	-3	/	-20	i	4	-5	0	22	4	-2.8
Cc1nn(Cc2ccccc2)c2c1C(c1ccc(Cl)cc1)C(C#N)=C(N)O2 (centres undefined)	6	-0.7	4	i	-3	6	4	9	7	3.3
CC1=C(C(=O)OCC(C)C)C(c2cc3c(cc2Br)OCO3)NC(=O)N1C (centres undefined)	-2	-0.6	2	-0.6	4	7	-2	2	-1	-1.3
Cc1ccc(C)c(C(=O)CCC(=O)NNC(=O)Cn2nc(C)cc2C)c1	-5	-2.2	-1	-0.4	/	2	-1	/	-5	-1.3
O=C(c1ccco1)N1CCC(n2nnc3ccccc32)CC1	-13	-0.3	6	i	-4	-7	0	18	8	1.0
CN(C)S(=O)(=O)c1cccc(NC(=O)CCc2nc3sc4c(c3c(=O)[nH]2)CCCC4)c1	4	-0.6	2	i	/	-25	0	/	11	1.6
CC(OC(=O)C1CCCCC1)C(=O)Nc1cccc(Cl)c1 (centres undefined)	7	-0.2	1	-1.4	2	-9	1	17	-3	-2.8
O=C(CSc1ccccc1Cl)c1ccco1	-15	-1.1	8	i	0	-3	-1	14	4	0.6
Cc1c(C)n(CC(O)CN2CCOCC2)c2ccccc12 (centres undefined)	0&13	/	-4	i	-1	-2	8	15	4	1.1
O=C(CCc1ccccc1Cl)NC1CCCN(c2ccc(C(F)(F)F)cn2)C1 (centres undefined)	-6	0.3	-8	-0.2	9	6	3	18	3	1.4
CCCCn1c(N)c(N(CCOC)C(=O)CCCc2nc3ccccc3c(=O)[nH]2)c(=O)[nH]c1=O	3	-1.2	-18	i	/	2	4	/	9	/
COc1ccc2occ(C(=O)c3cccs3)c2c1	-63	1.6	10	-5.3	3	-4	1	6	8	-1.1
CC(C)CNC(=O)C(=O)Nc1ccc2c(c1)N(S(=O)(=O)c1cccs1)CCC2	0	/	-2	5.6	/	-10	1	/	1	1.3
Cc1ccc(OC(=O)c2c(C)nn(-c3ccccc3)c2C)cc1	-15	3.3	-2	-0.4	2	0	2	18	10	-3.4

Exported bar-delimited: two of the compounds above.
SMILES | SSB-PriA inh | BioA inh | MazEF act | BH1578 lux ind | 3CLpro inhibitor | Rv3671c protease | FBA Mtb inh | DUSP3 inh | GDH-TPI inh | UGM FP inh
CCN(CC)CCCNc1oc(-c2cccc(Cl)c2)nc1C#N | 4 | / | 12 | -0.3 | 1 | 3 | 134* | -10 | 0 | 2.2
CC1=C(C(=O)OCC(C)C)C(c2cc3c(cc2Br)OCO3)NC(=O)N1C (centres undefined) | -2 | -0.6 | 2 | -0.6 | 4 | 7 | -2 | 2 | -1 | -1.3

Next part
SMILES	SSB-PriA inh	BioA inh	MazEF act	BH1578 lux ind	3CLpro inhibitor	Rv3671c protease	FBA Mtb inh	DUSP3 inh	GDH-TPI inh	UGM FP inh
OCCN1CCN(C(=S)c2ccc(-c3ccccc3)cc2)CC1	1	0.2	6	-0.2	11	3	0	13	0	-1.2
CCOc1ccccc1N(C(=O)CNC(=O)c1ccco1)C(C(=O)NC(C)(C)C)c1ccncc1 (centres undefined)	-8	/	2	-0.4	2	7	-1	28	-6	2.0
C#CC(CC)(CC)NC(=S)Nc1cccc(C(C)=O)c1	3	-1.6	-4	i	-2	2	5	26	3	-1.9
C=CCON1C(=O)C(=O)N(OCC=C)[C@H]2CCCC[C@H]21	-5	-1.3	12	i	4	5	2	4	10	-6.7
O=C(Nc1cccc(NC(=O)c2ccco2)c1)c1cnccn1	-13	37	0	i	-5	-6	1	12	6	2.2
Cc1cc2[nH]c3c(c[n+](C)c4ccccc34)c2cc1C	9	/	-11	-0.2	-12	-1	4	30	4	-1.5
CCC(C)NCC(=O)Nc1sc2c(c1C(N)=O)CCC2 (centres undefined)	-9	1.0	3	-0.2	3	3	5	19	14	-0.4
C=CCNC(=O)c1onc(CSc2cccc(OC)c2)c1C(=O)O	-3	-0.7	-4	i	-1	6	0	-4	4	0.0
O=C(OCc1ccccc1)N1CCC2CC1c1cc(Cl)ccc12 (centres undefined)	-32	-0.3	-26	i	/	/	2	/	4	/
CC(O)(c1ccc(F)c(F)c1)c1nc(-c2cccc3cccnc23)cs1 (centres undefined)	/	-0.7	/	-0.1	/	/	3	/	4	/

A draw from above in order of length of the SMILES, largest number first:
SMILES	SSB-PriA inh	BioA inh	MazEF act	BH1578 lux ind	3CLpro inhibitor	Rv3671c protease	FBA Mtb inh	DUSP3 inh	GDH-TPI inh	UGM FP inh
O=C(O)CCC(=O)N1CN2CN(C(=O)CCC(=O)O)CC([N+](=O)[O-])(C2)C1	-4	-0.5	7	-0.3	5	10	3	29	6	0.5
O=C(Nc1nc(-c2cc(F)ccc2F)cs1)C1=NN(c2ccccc2)C(=O)CC1	-3	/	-20	i	4	-5	0	22	4	-2.8
Cc1nn(Cc2ccccc2)c2c1C(c1ccc(Cl)cc1)C(C#N)=C(N)O2 (centres undefined)	6	-0.7	4	i	-3	6	4	9	7	3.3
O=C(c1ccco1)N(Cc1ccc(Cl)cc1)C1CCS(=O)(=O)C1 (centres undefined)	3	2.3	-11	-0.3	2	-11	4	39	2	0.7
COc1cc(Cl)c(C)cc1NC(=O)CSc1nnc(CN2CCCC2)o1	-9	-0.8	3	-2.8	/	5	1	/	2	-1.5

Compound activity as filed in PubChem.

Not all compounds are listed; count on the stated rates, not on these rows.
